Assay outcomes deposited in PubChem BioAssay by several laboratories.
SUMO1-SIM PPI = SUMO1-SIM interaction modulation; SUMO1 binding to a labelled peptide, TR-FRET, 1 h; inhibition, % at 20 µM; actives 0.33% (n = 360,000); in the data active means inhibition above about 37%
STEP block = inhibitors of human striatal-enriched phosphatase STEP. P54829. recombinant STEP, OMFP fluorogenic substrate, fluorescence. inhibition, % at 20 µM. actives 0.25% (n = 360,000). AID 588621;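 active means inhibition at 20 µM, scaled per plate between control wells, above about 37%, limit read from the data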;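 further: 0% = DMSO with enzyme and substrate and 100% = substrate only without enzyme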
Target sequence (P54829 whole entry, looked up): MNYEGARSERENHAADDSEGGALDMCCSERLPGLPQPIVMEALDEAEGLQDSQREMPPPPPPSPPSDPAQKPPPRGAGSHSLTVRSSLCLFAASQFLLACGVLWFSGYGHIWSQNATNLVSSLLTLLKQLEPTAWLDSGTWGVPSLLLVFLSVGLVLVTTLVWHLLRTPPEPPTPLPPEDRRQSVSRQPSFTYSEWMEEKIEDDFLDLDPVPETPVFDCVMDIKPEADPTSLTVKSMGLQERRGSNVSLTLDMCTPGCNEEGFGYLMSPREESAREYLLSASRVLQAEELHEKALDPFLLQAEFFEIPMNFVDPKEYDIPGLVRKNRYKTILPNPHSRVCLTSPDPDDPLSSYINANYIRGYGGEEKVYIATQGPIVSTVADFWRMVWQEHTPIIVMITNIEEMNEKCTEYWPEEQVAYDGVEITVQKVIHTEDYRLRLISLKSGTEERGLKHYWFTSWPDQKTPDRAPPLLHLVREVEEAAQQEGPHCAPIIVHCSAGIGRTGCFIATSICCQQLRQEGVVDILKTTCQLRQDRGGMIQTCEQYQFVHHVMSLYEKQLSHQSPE
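System: STEP phosphatase, cell-free reaction; Buffer or medium: Bis-Tris pH 6.0 buffer with DTT, detergent; Incubation: 20 min at room temperature, dark; Measured by: fluorescence, 480/540 nm.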
CSN inh = CSN deneddylation inhibition; Purified CSN, SCF-Nedd8-OG deneddylation, fluorescence polarization; inhibition, % at 12.5 µM; actives 0.38% (n = 360,000);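 active means pattern-corrected inhibition above about 35%, with an unprinted fluorescence ratio check between 0.5 and 1.5, limit read from the data, passing the limit was not always enough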;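 further: 0% = enzyme with substrate and 100% = substrate without enzyme; some results filed as inactive read as strong as hits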
Target sequence (Q92905 whole entry, looked up, one chain of several): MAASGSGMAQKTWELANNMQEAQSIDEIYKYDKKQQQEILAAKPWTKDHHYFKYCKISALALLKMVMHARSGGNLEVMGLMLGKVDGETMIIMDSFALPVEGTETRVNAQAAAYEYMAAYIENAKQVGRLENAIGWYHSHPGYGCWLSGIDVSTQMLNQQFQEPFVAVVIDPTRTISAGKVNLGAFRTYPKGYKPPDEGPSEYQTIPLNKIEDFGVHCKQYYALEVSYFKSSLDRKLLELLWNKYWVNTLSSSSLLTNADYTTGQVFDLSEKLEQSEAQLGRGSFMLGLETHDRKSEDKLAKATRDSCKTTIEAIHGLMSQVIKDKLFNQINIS
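Assay system: Purified human Csn5 enzyme expressed in HEK293T cells | Amount: Enzyme 0.24 nM | Measured by: Fluorescence polarization readout | Medium: Tris/NaCl/DTT buffer, pH 7.5 | Compound dosing: One concentration, 12.5 µM, 0.25% DMSO | Times: 90 min incubation of compound, enzyme and substrate at room temperature | Control set: no-enzyme wells high, enzyme-with-substrate wells low | Read-out: % inhibition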
Scp1 inh = inhibitors of human Scp-1 phosphatase; actives 0.88% (n = 340,000); inhibition, % at 20 µM; Recombinant Scp1, phosphopeptide, malachite green phosphate absorbance; Q9GZU7; AID 493091;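 active means inhibition above about 50% at 20 µM, limit read from the data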;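 further: plate controls were DMSO wells with enzyme for no effect and wells lacking enzyme for full effect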
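Incubation: 45 min enzyme reaction at room temperature / System: truncated SCP-1 phosphatase (76-261aa) / Reagent: Phospho 17-mer peptide substrate / Buffer or medium: Acidic Tris acetate buffer with magnesium and detergent / Signal: absorbance at 630 nm / Doses: one concentration, 20 µM, with 1.0% DMSO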
DNMT1 block = blocks human DNA methyltransferase DNMT1; P26358; inhibition (reported as % activation of signal), % at 10 µM; DNMT1 molecular beacon, Hinp1I cleavage, fluorescence; AID 588458; actives 0.83% (n = 360,000); in the data active means inhibition above about 50%
Tb MetRS inh = Trypanosoma brucei MetRS inhibition; AID 624268; actives 0.4% (n = 360,000); purified T. brucei MetRS, ATP depletion, Kinase-Glo luminescence; inhibition, % at 11.9 µM;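 active means inhibition above a per-plate cutoff of the control wells' mean inhibition plus 3 SD, cut at about 5.5% in these data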;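 further: 0% = DMSO wells median and 100% = median of wells with control inhibitor compound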
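Material: T. brucei methionyl-tRNA synthetase, purified; reagent: substrates ATP, L-methionine and bulk Escherichia coli tRNA; dosing: 11.9 µM single point; timing: 15 min plus 2 h at 25 °C; detection: luminescence of leftover ATP; evaluation: % inhibition; control set: DMSO-only wells as low control; replicates: singlicate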
MsrA inh = inhibits bovine methionine sulfoxide reductase A. inhibition, % at 15.5 µM. purified bovine MsrA, absorbance read-out. actives 0.75% (n = 360,000); in the data active means inhibition above about 4.5%;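 further: 0% = vehicle wells with enzyme and 100% = reference inhibitor wells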
LMPTP inh = blocks human LMPTP phosphatase. P24666. recombinant LMPTP-A, OMFP fluorogenic substrate, fluorescence intensity. inhibition, % at 20 µM. actives 0.22% (n = 360,000). AID 651560;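 active means compounds that cut the enzyme signal by at least half of the control window in the single-dose screen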;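 further: plate controls were DMSO wells with enzyme plus substrate for no effect and substrate without enzyme for full effect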
Target sequence (P24666 whole entry, looked up): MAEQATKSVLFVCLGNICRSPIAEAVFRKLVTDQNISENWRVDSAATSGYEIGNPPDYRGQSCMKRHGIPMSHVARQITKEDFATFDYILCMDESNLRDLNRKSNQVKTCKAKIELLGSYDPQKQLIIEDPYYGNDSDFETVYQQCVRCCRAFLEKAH
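Assay system: LMPTP-A enzyme. Input: 0.625 nM LMPTP-A final. Probe or stimulus: 400 µM OMFP. Compound dosing: single 20 µM dose. Schedule: 50 min dark incubation at room temperature. Detection: fluorescence intensity of OMFP turnover product. Read-out: percent inhibition versus substrate-only and uninhibited controls. Benchmarks: no-enzyme low control, uninhibited high control.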
Rpn11 inh = blocks the human proteasome subunit Rpn11. O00487. human 26S proteasome, Ub4-pepOG fluorescence polarization; 20S core pre-blocked with epoxomicin. calls only at 20 µM. actives 0.59% (n = 360,000);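 active means inhibition at 20 µM, scaled to each plate's controls, above about 33%, limit read from the data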
NadD inh = NadD (S. aureus) enzyme inhibition | actives 0.78% (n = 360,000) | inhibition, % at 20 µM | purified NadD enzyme, colorimetric absorbance read-out; in the data active means inhibition above about 26%; further: some compounds past the cut are filed as inactive
* marks the source's active call; other numbers are inactive results; i = inactive; / = no result given; + = active, no number.

item	molecule	SUMO1-SIM PPI	STEP block	CSN inh	Scp1 inh	DNMT1 block
1	Cc1cc(NC(=O)CCCC(=O)Nc2ccc(F)cc2)no1	-1	-2	-3	-5	2
2	Cc1ccc(C)c(N2CCN(S(=O)(=O)c3c(C)[nH]c(C)c3C(=O)N3CCCC3)CC2)c1	6	1	3	-6	0
3	COCCn1nnnc1C(c1ccc(OC)c(OC)c1)N1CCN(C(=O)c2ccco2)CC1 (stereo not drawn)	-11	3	-1	-3	2
4	COC(=O)c1c(NC(=O)c2ccco2)sc(C(=O)Nc2ccc(F)cc2)c1C	3	-2	0	-6	8
5	O=c1cc(-c2ccccc2)oc2cc(O)ccc12	-4	-3	3	-10	0
6	CN(C)c1ccc(/C=N/NC(=O)c2ccnn2C)cc1	-5	-2	0	-8	2
7	O=C(Nc1ccc2nc3n(c(=O)c2c1)CCCC3)c1ccccc1F	7	2	2	-10	0
8	COc1ccc(C(=O)Nc2nnc(SCC(=O)Nc3ccc(NC(C)=O)cc3)s2)c(OC)c1	-17	-1	5	-8	0
9	O=S(=O)(Cc1ccc(Cl)cc1)N1CCN(c2ncccn2)CC1	3	2	2	-10	1
10	CC(CC(=O)Nc1ccc(F)c([N+](=O)[O-])c1)c1ccccc1 (stereo not drawn)	-15	1	-13	-1	0
11	Cc1ccc(C(=O)Nc2ccnc(-c3cccnc3)n2)cc1	8	4	3	3	1
12	NS(=O)(=O)c1ccc(NCc2cc(Cl)ccc2OCc2ccccc2F)cc1	3	2	-5	-7	-20
13	COc1ccc(NC(=O)COC(=O)C2COc3ccccc3O2)cc1OC (stereo not drawn)	1	-2	1	/	4
14	CC(C)C(NS(=O)(=O)c1c(Cl)cccc1Cl)C(=O)OCC(=O)c1c[nH]c2ccccc12 (stereo not drawn)	5	-1	11	-7	-24
15	N#Cc1cc(C(=O)c2cc(F)ccc2O)cn(-c2nccs2)c1=O	-23	-10	-47	-8	-1

item	Tb MetRS inh	MsrA inh	LMPTP inh	Rpn11 inh	NadD inh
1	-0.6	-0.5	-2.1	i	2
2	0.8	0.8	0.4	i	2
3	0.1	1.0	-5.5	i	0
4	-0.4	0.8	2.6	i	-9
5	0.2	2.8	0.1	i	1
6	-0.6	3.5	-0.5	i	3
7	0.6	2.5	0.7	i	-3
8	-0.4	0.3	-1.5	i	0
9	0.1	1.3	3.0	i	-2
10	-0.1	1.8	-0.6	i	-14
11	-1.0	0.0	0.9	i	-9
12	0.4	-0.3	5.8	i	5
13	0.0	0.0	-0.7	i	-9
14	2.0	1.1	2.0	i	-5
15	-0.3	1.6	2.1	/	13

New compounds follow.
item	molecule	SUMO1-SIM PPI	STEP block	CSN inh	Scp1 inh	DNMT1 block
16	CCOC(=O)N1CCN(C(=O)CSc2ccc(Cl)cc2)CC1	0	-6	-3	-2	3
17	COC(=O)[C@]1(C)N[C@H](c2ccc(-c3ccc(F)cc3)cc2)[C@@H]2C(=O)N(C)C(=O)[C@@H]21	3	0	-2	-11	4
18	COc1ccc(C2C(C(C)=O)=C(O)C(=O)N2c2nc3ccccc3s2)cc1OC (stereo not drawn)	-14	4	8	-3	-4
19	Nn1cc(-c2ccccc2)nc1SCC(=O)NCC(F)(F)F	1	2	-2	-3	0
20	CC12Cc3ccc4ccccc4c3C=C1C[N+](C)(C)C2 (stereo not drawn)	-14	1	-2	0	-1
21	C(=NN1CCCCCC1)c1ccc2c(c1)OCO2	-2	-1	-1	-3	2
22	O=C(Nc1nc2ccc(Cl)cc2s1)[C@@H]1CCCN1C(=O)c1cccs1	1	0	6	-11	-7
23	CC1CCCN(C(=O)CSc2nnc(-c3ccncc3)n2C)C1 (stereo not drawn)	3	3	3	-1	-1
24	Cc1ccc([C@@H]2CC(=O)[C@@H]3CN(S(=O)(=O)c4ccc(C)cc4)[C@H](c4ccc(Cl)cc4)C[C@@H]3N2S(=O)(=O)c2ccc(Cl)cc2)cc1	6	1	6	/	-1
25	O=C1C(=Cc2ccccc2Cl)CCc2ccccc21	-3	2	-1	/	3
26	Cn1c(SCC(=O)NC2CCCCC2)nnc1-c1ccc(N)cc1	1	0	5	-5	0
27	CO/N=C/c1ccc(Sc2ccccc2)c([N+](=O)[O-])c1	-21	-5	4	-9	-2
28	O=C(NCc1ccccc1)C1=C[C@H](C2CCCCC2)C[C@H](OCc2ccc(CO)cc2)O1	-2	0	2	-8	-16
29	O=C(CSc1nc(-c2ccccc2)ns1)NCC1CCCO1 (stereo not drawn)	-5	4	-1	2	0
30	COc1ccccc1CNC(=O)C(C)n1cccc1C(=O)c1ccccc1 (stereo not drawn)	0	1	-5	-4	1

item	Tb MetRS inh	MsrA inh	LMPTP inh	Rpn11 inh	NadD inh
16	0.5	0.3	-1.0	i	5
17	-0.3	1.1	-1.9	i	-3
18	-0.5	1.5	-0.5	i	18
19	-0.6	1.1	-0.5	i	0
20	-0.5	1.8	-2.0	i	-1
21	-0.4	-1.3	2.0	i	-4
22	-0.5	0.8	0.2	i	1
23	-0.1	0.1	-1.1	i	4
24	-0.1	1.2	-0.4	i	21
25	-1.8	1.6	0.9	i	0
26	-0.7	1.3	0.4	i	1
27	-0.7	0.7	1.1	i	4
28	-0.2	-0.2	5.9	i	-12
29	-0.4	-0.5	-0.7	i	-6
30	-0.1	1.3	-0.8	i	-5

Next part
item	molecule	SUMO1-SIM PPI	STEP block	CSN inh	Scp1 inh	DNMT1 block
31	CCOc1ccc(NC(=O)c2ccccc2NS(=O)(=O)c2ccc(F)cc2)c([N+](=O)[O-])c1	-6	0	-2	-17	-3
32	O=C(NCCc1c[nH]c2ccccc12)C(=O)NCC(c1cccnc1)N1CCN(c2ccccc2)CC1 (stereo not drawn)	6	0	-2	-5	18
33	CCC(Oc1ccccc1)C(=O)N1CCN(C(=O)C(CC)Oc2ccccc2)CC1 (stereo not drawn)	-1	-3	-2	-5	3
34	O=C(NCCCN1CCOCC1)C1(c2ccccc2)CCOCC1	3	1	-1	-7	-2
35	Cc1ccc(Sc2c(O)c3ccccc3n(C)c2=O)cc1	-1	0	4	-7	1
36	Nc1cccc2[nH]c(C(F)(F)F)nc12	68*	3	16	-4	-12
37	Cc1nn(Cc2ccc(F)cc2)c(C)c1NC(=O)c1cccnc1Cl	33	1	-6	-1	4
38	CCCCn1c(CCC)nc([N+](=O)[O-])c1Sc1ccc(Cl)cn1	-16	1	0	-5	16
39	CC(=O)O[C@@H]1C[C@H]2C(C)=C[C@H]3OC(=O)[C@@H](C)[C@H]3C[C@H]2[C@]1(C)O	-1	1	0	-3	2
40	Cc1nc2c(c(=O)n1CCC1=CCCCC1)c1nc3ccccc3nc1n2/N=C/c1ccccc1	-11	4	4	3	13
41	Cc1onc(-c2c(F)cccc2Cl)c1C(=O)NC1CC1	1	-2	0	-5	3
42	CCOC(=O)Cc1csc(SCC(=O)N2CCN(c3ccc(OC)cc3)CC2)n1	0	4	5	-12	1
43	COc1ccc(Cl)cc1C(Nc1cccnc1)c1ccc2cccnc2c1O (stereo not drawn)	-6	0	-6	-5	-8
44	C/C(=N\NC(=O)Cn1nc(C)c([N+](=O)[O-])c1C)c1ccco1	2	2	-5	0	1
45	C[C@@H]1CN([C@H](C)CO)C(=O)c2cc(NS(=O)(=O)c3cn(C)cn3)ccc2O[C@@H]1CN(C)S(C)(=O)=O	6	0	-5	-2	2

item	Tb MetRS inh	MsrA inh	LMPTP inh	Rpn11 inh	NadD inh
31	0.6	0.1	1.9	i	3
32	0.1	0.2	-0.3	i	12
33	0.0	-0.6	-2.2	i	9
34	0.1	0.3	-0.6	i	-3
35	0.0	-0.1	-0.2	i	8
36	-0.3	-1.0	-4.0	+	22
37	-0.9	0.4	0.1	i	3
38	-0.2	0.3	-1.0	i	-2
39	-0.1	0.2	-1.6	i	-1
40	-0.6	/	2.8	i	8
41	-0.3	-0.5	0.9	i	-9
42	-0.8	-0.5	-0.6	i	-5
43	-0.1	1.3	2.3	i	40*
44	0.2	0.8	-1.0	i	-4
45	-0.2	0.1	-1.3	i	-6

One compound at a time, as listed above:
`CCCCn1c(CCC)nc([N+](=O)[O-])c1Sc1ccc(Cl)cn1` in the list: SUMO1-SIM PPI = -16; STEP block = 1; CSN inh = 0; Scp1 inh = -5; DNMT1 block = 16; Tb MetRS inh = -0.2; MsrA inh = 0.3; LMPTP inh = -1.0; Rpn11 inh = i; NadD inh = -2
`Cc1nc2c(c(=O)n1CCC1=CCCCC1)c1nc3ccccc3nc1n2/N=C/c1ccccc1` in the list: SUMO1-SIM PPI = -11; STEP block = 4; CSN inh = 4; Scp1 inh = 3; DNMT1 block = 13; Tb MetRS inh = -0.6; MsrA inh = /; LMPTP inh = 2.8; Rpn11 inh = i; NadD inh = 8
`Cc1onc(-c2c(F)cccc2Cl)c1C(=O)NC1CC1` in the list: SUMO1-SIM PPI = 1; STEP block = -2; CSN inh = 0; Scp1 inh = -5; DNMT1 block = 3; Tb MetRS inh = -0.3; MsrA inh = -0.5; LMPTP inh = 0.9; Rpn11 inh = i; NadD inh = -9

3 compounds out of the list above, arranged by the value under LMPTP inh, ascending:
| No. | SMILES | LMPTP inh |
| --- | --- | --- |
| 36 | Nc1cccc2[nH]c(C(F)(F)F)nc12 | -4.0 |
| 35 | Cc1ccc(Sc2c(O)c3ccccc3n(C)c2=O)cc1 | -0.2 |
| 40 | Cc1nc2c(c(=O)n1CCC1=CCCCC1)c1nc3ccccc3nc1n2/N=C/c1ccccc1 | 2.8 |

Further records.
item	molecule	SUMO1-SIM PPI	STEP block	CSN inh	Scp1 inh	DNMT1 block
46	COc1ccc(C(=O)NC(=S)NNC(=O)CNC(=O)C2CCCCC2)cc1	4	-1	-12	25	1
47	CN(C)c1ccc(NC(=O)COC(=O)c2cc(Cl)ccc2[N+](=O)[O-])cc1	-21	0	-11	5	-12
48	CCOC(=O)c1c(NC(=O)C2C3CCC(O3)C2C(=O)O)sc(C)c1-c1ccc(F)cc1 (stereo not drawn)	4	-2	-3	-14	5
49	CN(C)/C=C/C(=O)c1ccn(S(=O)(=O)c2ccccc2)c1	-4	0	2	-4	-2
50	COc1ccc(OC)c(Nc2nc(N)nc(CCl)n2)c1	2	-3	-1	0	-2
51	Cn1cnnc1SC(C(=O)c1ccccc1)c1ccccc1 (stereo not drawn)	-1	-1	0	-4	-1

item	Tb MetRS inh	MsrA inh	LMPTP inh	Rpn11 inh	NadD inh
46	-0.3	-0.1	5.1	i	-3
47	-0.6	-0.8	-0.6	i	8
48	-0.9	1.5	0.1	i	3
49	1.8	1.4	0.9	i	4
50	-0.2	0.3	-1.1	i	-3
51	0.3	0.0	-0.8	i	-3
